SIAE primary = human SIAE inhibitors, primary screen, biochemical, fluorescence polarization, FP-Rh probe, 1536-well HTS; 370,000 tested, 0.69% active; inhibition, % at 9.66 µM; Sialate O-acetylesterase (Homo sapiens), Q9HAT2; SIAE FP-Rh probe binding;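 active = inhibition above a cutoff: mean of compounds within the control limits plus 3 SD of those, cut at about 17% in these data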;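 note: 0% = plate median of compound wells and 100% = probe without SIAE protein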
Target sequence (Q9HAT2 whole entry, looked up): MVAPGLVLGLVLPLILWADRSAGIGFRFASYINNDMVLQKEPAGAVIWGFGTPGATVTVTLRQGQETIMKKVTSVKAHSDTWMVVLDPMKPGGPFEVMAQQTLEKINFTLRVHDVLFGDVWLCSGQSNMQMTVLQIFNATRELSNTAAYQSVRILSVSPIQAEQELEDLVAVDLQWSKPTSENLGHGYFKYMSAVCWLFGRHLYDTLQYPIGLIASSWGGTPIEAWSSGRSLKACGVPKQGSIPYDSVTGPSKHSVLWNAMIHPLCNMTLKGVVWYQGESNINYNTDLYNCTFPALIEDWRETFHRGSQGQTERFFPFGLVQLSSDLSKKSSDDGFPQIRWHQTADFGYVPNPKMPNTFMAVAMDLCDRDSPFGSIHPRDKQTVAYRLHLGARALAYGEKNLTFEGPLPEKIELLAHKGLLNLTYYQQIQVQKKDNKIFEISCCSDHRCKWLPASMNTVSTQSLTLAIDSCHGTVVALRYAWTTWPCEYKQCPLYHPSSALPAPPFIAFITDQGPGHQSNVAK
Tn7 DDE FP = inhibitors of Tn7 peptide binding to fibrin DD(E), primary screen, biochemical, fluorescence polarization, human fibrin, Tn7 probe; inhibition, % at 8.3 µM; FP displacement of FITC-Tn7 peptide from fibrin DD(E); 0% = median of compound wells per plate; AID 720508, 2013; Fibrinogen beta chain (Homo sapiens), P02675; 370,000 tested, 0.13% active;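 active = inhibition above the mean of compounds falling within the control limits plus 3 SD of them, cut at about 14% in these data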;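 note: 0% = plate median of compound wells and 100% = 10 µM Aha-Tn7 peptide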
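Measure: % inhibition scaled between sample-field median and high-control FP; Test system: human fibrin DD(E); Quantity: 2 µM final DD(E) protein; Doses: one dose, 8.3 µM nominal; Schedule: compound with protein 10 min, then 3 h after probe, room temperature; Detection: fluorescence polarization; Medium: Tris buffer with calcium and detergent, pH 7.8.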
PLCb3 inh = human PLC-beta3 inhibitors, primary screen, biochemical, fluorescence | inhibition, % at 12.2 µM | AID 720704, 2013 | 370,000 tested, 0.18% active | Purified PLC-beta3, fluorogenic substrate; in the data active = inhibition above about 11%;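 note: 0% = median of compound wells on plate and 100% = full blocker control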
ADAM17 inh = ADAM17 inhibitors, primary screen, biochemical, QFRET | recombinant ADAM17, EDANS/DABCYL FRET peptide cleavage | 370,000 tested, 0.83% active | inhibition, % at 6.95 µM;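 active = inhibition above the mean of compounds lying between control limits plus 3 SD, set per campaign, cut at about 8.5% in these data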;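 note: 0% = DMSO-only wells as the low control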
ARFGAP1 inhibitor = inhibitors of rat ARFGAP1 GAP activity, primary screen, biochemical, fluorescence polarization, GDP tracer. inhibition, % at 16.5 µM. AID 651572, 2012. Arfgap1-stimulated ARF1 GTP hydrolysis, GDP FP detection. 360,000 tested, 0.26% active;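 active = inhibition above a per-plate limit, mean inhibition of low control wells plus 3 SD, cut at about 25% in these data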;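 note: 0% = DMSO wells with enzyme and 100% = wells lacking Arfgap1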
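Assay system: Rat Arfgap1 GAP domain (His6, aa 1-136), purified enzyme | Buffer or medium: HEPES 25 mM pH 7.5, NaCl 150 mM, MgCl2, DTT | Schedule: GTP hydrolysis reaction 2 h at 25 °C | Signal: FP of antibody-bound GDP Alexa 633 tracer, ex 620/em 688 nm | Measure: Percent inhibition of Arfgap1-stimulated GTP hydrolysis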
TDP2 inh = human TDP2 enzyme inhibitors, primary screen, biochemical, epi absorbance, recombinant enzyme. Tyrosyl-DNA phosphodiesterase 2 (Homo sapiens), O95551. inhibition, % at 12.8 µM. 370,000 tested, 0.34% active. T5PNP hydrolysis, p-nitrophenol absorbance 415 nm;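 active = inhibition above the mean of all tested compounds plus 3 SD, set per campaign, cut at about 25% in these data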;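 note: 0% = DMSO with enzyme and 100% = buffer with substrate but no TDP2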
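Read-out basis: percent inhibition. System: recombinant human TDP2. Buffer or medium: Mg2+-containing Tris-HCl buffer, pH 7.5. Repeats: single replicate. Timing: reaction 2 h, 37 °C. Benchmarks: high control without enzyme, low control DMSO plus TDP2. Probe or stimulus: 5 mM T5PNP. Doses: 12.8 µM only. Measured by: epi absorbance of p-nitrophenol freed from T5PNP by hydrolysis.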
DDE Tn6 FP inh = inhibitors of Tn6 peptide binding to fibrin DD(E), primary screen, biochemical, fluorescence polarization, human fibrin, Tn6 probe | inhibition, % at 8.3 µM | AID 720509, 2013 | Fibrin DD(E) TRITC-Tn6 fluorescence polarization displacement | 370,000 tested, 0.21% active;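 active = inhibition above a per-campaign cutoff: mean of compounds within control limits plus 3 SD, cut at about 15% in these data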;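 note: 0% = median of all compound wells on the plate and 100% = blocking peptide control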
PLCg1 inh = PLC-gamma1 enzyme inhibitors, primary screen, biochemical, fluorescence, purified enzyme | 1-phosphatidylinositol 4,5-bisphosphate phosphodiesterase gamma-1 (Homo sapiens), P19174 | 370,000 tested, 0.84% active | inhibition, % at 12.2 µM | fluorogenic substrate; in the data active = inhibition above about 9.5%
ADAM10 inh = human ADAM10 inhibitors, primary screen, biochemical, QFRET, HTS | recombinant ADAM10, EDANS/DABCYL FRET peptide cleavage, 3 h | inhibition, % at 7 µM | 370,000 tested, 0.62% active | AID 720582, 2013;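 active = inhibition above a per-campaign cutoff equal to the mean of compounds falling between control-based bounds plus 3 SD, cut at about 20% in these data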;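 note: 0% = DMSO wells while the 100% control is not disclosed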
Target sequence (O14672 214-748 limits assumed): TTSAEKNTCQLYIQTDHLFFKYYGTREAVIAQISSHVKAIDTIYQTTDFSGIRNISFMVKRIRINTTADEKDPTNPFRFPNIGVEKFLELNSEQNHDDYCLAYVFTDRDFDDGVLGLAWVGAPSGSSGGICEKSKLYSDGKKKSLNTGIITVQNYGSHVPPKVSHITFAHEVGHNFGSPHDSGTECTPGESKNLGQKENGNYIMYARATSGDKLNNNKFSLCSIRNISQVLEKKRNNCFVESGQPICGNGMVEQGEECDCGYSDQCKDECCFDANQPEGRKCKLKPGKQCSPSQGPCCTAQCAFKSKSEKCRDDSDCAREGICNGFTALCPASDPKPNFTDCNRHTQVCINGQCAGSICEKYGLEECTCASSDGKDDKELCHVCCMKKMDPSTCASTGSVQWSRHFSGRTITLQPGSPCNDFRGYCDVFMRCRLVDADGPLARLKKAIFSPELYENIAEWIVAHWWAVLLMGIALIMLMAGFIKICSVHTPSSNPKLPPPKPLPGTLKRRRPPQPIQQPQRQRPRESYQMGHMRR
ASAP1 inh = inhibitors of human ASAP1 ArfGAP activity, primary screen, biochemical, fluorescence polarization; Arf-GAP with SH3 domain, ANK repeat and PH domain-containing protein 1 (Homo sapiens), …; ASAP1-stimulated ARF1 GTP hydrolysis, GDP FP detection; inhibition, % at 16.5 µM; 360,000 tested, 0.19% active; in the data active = inhibition above about 25%;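 note: 0% = vehicle with enzyme and substrate and 100% = no enzyme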
Starred values were filed as active, the others as inactive.

SMILES | SIAE primary | Tn7 DDE FP | PLCb3 inh | ADAM17 inh | ARFGAP1 inhibitor | TDP2 inh | DDE Tn6 FP inh | PLCg1 inh | ADAM10 inh | ASAP1 inh
CC(=O)c1ccc2c(c1)C1C(Cl)C(Sc3ccccc3[N+](=O)[O-])CC1C(c1ccccc1)N2 (stereo not drawn) | 18* | -8 | -15 | 2 | 5 | -9 | -1 | -8 | -6 | -7
COC(=O)C1=C(c2ccc(-c3ccccc3)c(F)c2)C[C@@H]2CC[C@H]1N2C(=O)N1CCC(O)CC1 | -4 | 1 | 2 | 2 | -3 | 12 | 0 | 3 | 8 | 14
COc1cc2c3cc1Oc1cc(ccc1O)C[C@@H]1c4c(cc(OC)c(O)c4Oc4ccc(cc4)C[C@H]3N(C)CC2)CCN1C | 3 | -5 | -9 | 1 | 10 | -4 | 3 | -1 | 6 | 10
COc1ccc(CCNC(=O)COC(=O)Cc2ccccc2)cc1 | -4 | 0 | 2 | -2 | 20 | -2 | 1 | 1 | -9 | 9
C[C@]12C=CC(=O)C=C1CC[C@@H]1[C@@H]2CC[C@]2(C)C(=O)CC[C@@H]12 | 11 | 0 | 8 | 0 | 5 | -4 | -4 | 3 | -3 | 13
CCOCCN1CCN(c2nnc3n2-c2ccc(Cl)cc2C(c2ccccc2Cl)=NC3)CC1 | 2 | -4 | 4 | 0 | 8 | -9 | 0 | 4 | 5 | 11
CCOc1ccc(N=Cc2c(O)n(Cc3ccccc3)c(=S)[nH]c2=O)cc1 | 3 | 1 | -64 | -2 | 5 | 8 | 2 | -36 | -6 | 2
C=C(C)[C@H]1CN[C@H](C(=O)O)[C@H]1CC(=O)O | -5 | -7 | 2 | -1 | 2 | 7 | 5 | 2 | 1 | 11
O=C(COC(=O)Cc1ccccc1)NC12CC3CC(CC(C3)C1)C2 | -4 | -3 | 4 | -2 | 2 | -1 | -4 | 5 | -8 | -10
Cc1cccc(CN(C)C)c1OC(=O)N(C)C | 1 | -1 | 2 | 1 | -7 | -5 | 6 | 7 | 14 | -1

Entries listed so far with a carbonyl joined to an NH by a bond outside any ring:
SMILES | SIAE primary | Tn7 DDE FP | PLCb3 inh | ADAM17 inh | ARFGAP1 inhibitor | TDP2 inh | DDE Tn6 FP inh | PLCg1 inh | ADAM10 inh | ASAP1 inh
COc1ccc(CCNC(=O)COC(=O)Cc2ccccc2)cc1 | -4 | 0 | 2 | -2 | 20 | -2 | 1 | 1 | -9 | 9
O=C(COC(=O)Cc1ccccc1)NC12CC3CC(CC(C3)C1)C2 | -4 | -3 | 4 | -2 | 2 | -1 | -4 | 5 | -8 | -10

Going on with the list:
SMILES | SIAE primary | Tn7 DDE FP | PLCb3 inh | ADAM17 inh | ARFGAP1 inhibitor | TDP2 inh | DDE Tn6 FP inh | PLCg1 inh | ADAM10 inh | ASAP1 inh
COC(=O)C1=C(c2ccc(-c3ccccc3)c(F)c2)C[C@@H]2CC[C@H]1N2C(=O)NC1CC1 | -1 | -2 | 4 | 11* | 0 | -20 | -3 | 5 | 19 | 5
C1=NCCCN2CCCCC12 (stereo not drawn) | -2 | -7 | 3 | -3 | 10 | 4 | -2 | 5 | -1 | 2
COCCNC(=S)N1Cc2ccccc2-n2nncc2C1 | -1 | 1 | 2 | -6 | 5 | -1 | -2 | -1 | -9 | 3
CC(C)(C)[C@]1(O)C[C@@H]2OC(=O)C[C@@]23C(=O)O[C@@H]2OC(=O)[C@@H](O)C213 (stereo partly drawn) | -3 | 4 | 0 | -5 | -9 | -1 | 5 | 1 | 1 | 4
Cc1ccc(N2C(=O)NC(=O)C(CCc3ccncc3)(Cc3cccc(Cl)c3Cl)C2=O)cc1 (stereo not drawn) | -9 | 2 | 2 | 0 | 0 | 7 | 1 | 2 | -8 | 0
O=C(c1ccc(C(F)(F)F)cc1)C1CCCN(Cc2ccncc2)C1 (stereo not drawn) | 6 | -6 | 2 | -3 | -10 | 14 | 7 | -1 | 0 | -8
CCOC(=O)[C@]12Cc3cc(C)ccc3[C@H]1N(C)C(=O)c1ccccc12 | 2 | -8 | -1 | -3 | 0 | 5 | 0 | -1 | -14 | -5
CN1CC(C(=O)c2ccccc2)C(C(=O)c2ccccc2)C1 (stereo not drawn) | -1 | 7 | -14 | 0 | -12 | -5 | 1 | -17 | 4 | -13
Cc1cc(-c2ccccc2)cc(C)[n+]1Cc1ccccc1 | -7 | -3 | 1 | -1 | -2 | -2 | 2 | 1 | 2 | 4
COc1ccc(CN2CCN(c3ccccc3F)CC2)c(OC)c1 | 6 | -2 | 10 | 0 | 5 | -5 | -7 | 9 | 14 | -4
Cc1ccc(-c2nn(Cc3ccccc3)cc2C=O)cc1 | -9 | -8 | 7 | 7 | 6 | -25 | 4 | 6 | 7 | 14
O=[N+]([O-])c1cccc2c([N+](=O)[O-])cccc12 | -8 | -5 | 2 | -2 | -4 | -9 | -1 | 1 | 4 | -11
CCN(CC)c1ccc(N=Cc2c(O)n(CCC3=CCCCC3)c(=O)[nH]c2=O)cc1 | -3 | -1 | -5 | -4 | 10 | -7 | -6 | -6 | -5 | -2
Cc1cc(NC(=O)CCl)on1 | 1 | -1 | 0 | 0 | 8 | -3 | 1 | 1 | -10 | -7
Cc1sc2nc(COC(=O)Cc3ccccc3)[nH]c(=O)c2c1C | -5 | 5 | -2 | 1 | -2 | 11 | -3 | 0 | 8 | -3
OC12CCCCC1C(c1ccccc1)NCC2 (stereo not drawn) | 8 | -6 | 3 | -1 | 0 | -10 | 3 | 0 | -2 | -4
COc1ccc(-n2c(SC)nc3ccccc3c2=O)cc1 | -5 | -6 | 3 | 2 | 3 | -11 | 3 | 5 | 1 | -2
C=CC(C)C(C(=O)c1ccccc1)N(C)C (stereo not drawn) | -1 | -3 | 1 | -2 | 13 | 16 | 2 | -3 | -3 | 1
C[N+]12CCC(CC1)C(=C(c1ccccc1)c1ccccc1)C2 | -1 | -9 | 0 | -3 | 1 | 5 | 1 | 1 | 0 | 7
COC(=O)C1C2c3ccccc3C(c3ccccc32)C1C(=O)OC (stereo not drawn) | -2 | -10 | 2 | -1 | 10 | -3 | 8 | 3 | 2 | -5
COc1ccc(C(=O)OC2CC3CCC(C2)[N+]3(C)[O-])cc1OC (stereo not drawn) | 6 | -3 | -2 | 2 | -12 | 5 | -5 | 1 | 1 | -19
O=[N+]([O-])c1ccc(NCc2ccccc2)c2nonc12 | 37* | 61* | -268 | -3 | 1 | -6 | 21* | -238 | -1 | 6
Cc1ccc(/C=C2/C(=O)NC(=O)N(CCc3ccc(F)cc3)C2=O)o1 | -26 | 1 | -16 | -2 | -2 | -2 | -1 | -13 | -5 | 4
CN(C)c1cc[n+](CC(O)C[n+]2ccc(N(C)C)cc2)cc1 | 4 | -2 | 4 | 1 | 16 | -6 | -1 | 3 | 3 | -5
CCCCSP1(=S)NCCCN1 | 0 | 4 | -1 | -4 | 8 | 8 | 2 | 1 | 2 | -1
Cc1cc(C)c(NC2=NCCS2)cc1C | 5 | -3 | 3 | 3 | -3 | 7 | 6 | 3 | -5 | -2
CCC1(CC)C(=N)N(C)C(=O)NC1=O | -1 | 2 | 6 | 1 | -3 | 3 | 8 | 3 | 1 | 1
O=C1NC(=O)N(CCNc2ncc(C(F)(F)F)cc2Cl)C(=O)C1/C=N/OCc1c(F)cccc1Cl (stereo not drawn) | 2 | 2 | -2 | -2 | 4 | -6 | -4 | 1 | 7 | 10
CCNc1nc2[nH]c(=O)c3c(c2s1)OC(N)=C(C#N)C3c1cccs1 (stereo not drawn) | -7 | 1 | -26 | -3 | 11 | 5 | 3 | -21 | -10 | 14
COc1cccc(CN2CCN(C(=O)COc3ccc4ccccc4c3)CC2)c1 | 5 | 8 | -2 | 1 | 3 | -3 | 4 | 1 | 3 | 17
O=C1OC(c2ccc(Br)cc2)=N/C1=C\N1CC2CC(C1)c1cccc(=O)n1C2 (stereo not drawn) | -1 | 10 | -1 | 0 | -12 | 19 | 2 | 4 | 2 | -3
CC1CN(c2cc([N+](=O)[O-])ccc2Cl)CC(C)N1 (stereo not drawn) | -1 | 2 | 6 | 1 | 6 | -8 | 4 | 1 | -1 | -13
C[C@H](CO)N1C[C@H](C)[C@@H](CN(C)C(=O)Oc2cccc3ccccc23)OCc2cn(nn2)CCCC1=O | 2 | 1 | -3 | -7 | 6 | 2 | -4 | -1 | -25 | 9
CCN1C[C@]2(CO)CC[C@H](OC)[C@@]34C2[C@H](OC)[C@@](O)(C13)[C@@]1(O)C[C@H](OC)[C@H]2C[C@@H]4[C@@H]1[C@H]2OC | -7 | -7 | -4 | -1 | 4 | 10 | -5 | -1 | 2 | 4
O=C(COc1ccc(S(=O)(=O)N2CCCCC2)cc1)N1CCN(Cc2ccccc2)CC1 | -1 | -1 | 2 | 0 | -1 | 2 | -8 | 5 | 7 | 8
O=c1[nH]c(=S)n(-c2ccccc2)c(O)c1/C=N/N1CCCCC1c1cccnc1 (stereo not drawn) | -80 | -2 | -4 | -3 | -15 | 18 | 3 | 1 | 3 | 1
Cc1ccc(C(=O)Nc2ccc(-n3ccnc3P(=O)(O)c3ccccc3)cc2)cc1 | -1 | 1 | 0 | 0 | 1 | -4 | 5 | 5 | 4 | -1
C#CC[N+]1(C)[C@@H]2CC(OC(=O)C(CO)c3ccccc3)C[C@H]1C(O)C2 (stereo partly drawn) | -3 | -3 | -3 | -1 | -8 | 4 | -8 | -1 | -4 | 1
CCC1(CC)C(=O)N(C)C(=O)NC1=NC | 5 | 2 | -7 | -2 | 2 | 7 | 2 | 2 | 5 | -11

By substructure: those above containing two or more sulfur atoms (2)
SMILES | SIAE primary | Tn7 DDE FP | PLCb3 inh | ADAM17 inh | ARFGAP1 inhibitor | TDP2 inh | DDE Tn6 FP inh | PLCg1 inh | ADAM10 inh | ASAP1 inh
CCCCSP1(=S)NCCCN1 | 0 | 4 | -1 | -4 | 8 | 8 | 2 | 1 | 2 | -1
CCNc1nc2[nH]c(=O)c3c(c2s1)OC(N)=C(C#N)C3c1cccs1 (stereo not drawn) | -7 | 1 | -26 | -3 | 11 | 5 | 3 | -21 | -10 | 14

This is a subset; the hit share may differ from the screen's.
